BRCA1 expr act – qHTS Assay to Identify Small Molecule Activators of BRCA1 Expression | AID 624202, 2012 | 380,000 compounds, 1.1% hits | Potency, µM (series often up to 46.1 µM), for the others: at the top dose activation, actives largely listed as activators | MCF7-BRCA1-FFLuc reporter, luminescence, 48 h; response scale: scaled: vehicle 0%, 10 µM genistein 100%; also: nearly all actives have a fitted effect of over 80% in size; some results filed as inactive show a strong effect at the top dose
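Luminescence from a BRCA1-driven firefly luciferase in MCF7 cells was the read-out, taken 15 min after substrate addition following 48 h compound exposure at 37 °C. Data were normalized to a 10 microM genistein control and DMSO vehicle.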
VP16 counter – VP16 counterscreen qHTS for inhibitors of ROR gamma transcriptional activity; Drosophila S2 Gal4-VP16 UAS-luciferase, luminescence, 20 h; 310,000 compounds, 3.5% hits; AID 2546, 2010; Potency, µM (doses to about 53.6 µM), inactives show top-dose activity, negative = inhibition, most hits filed as inhibitors;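 also: Gal4-VP16 expression switched on by copper sulfate through the metallothionein promoter; % is scaled to controls: 0 for no effect and ±100 for the full control effect; nearly all actives have a fitted effect of over 50% in size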
uPA surface inh – qHTS for Inhibitors of Cell Surface uPA Generation; cell surface uPA generation assay, qHTS; 330,000 compounds, 0.31% hits; Potency, µM (doses to about 38.3 µM), for inactives: top-dose activity change, negative = inhibition, hits mostly inhibitors; active = well fitted inhibition curve with a large enough effect; inconclusive = small, poorly fitted or top-dose-only effect; inactive = no such curve, though single readings can be large or run the other way; tested in mouse RAW 264.7 cells; also: % is scaled to controls: 0 for no effect and ±100 for the full control effect; nearly all actives have a fitted effect of over 55% in size
FLuc modulator – qHTS profiling assay for firefly luciferase inhibitor/activator using purifed enzyme and Km concentrations of substrates (counterscreen for miR-21 project); Luciferin 4-monooxygenase (Photinus pyralis), P08659; purified FLuc, Km substrates, luminescence inhibition; Potency, µM (titrated, usually from 57.5 µM), for the others: top-dose activity change, negative = inhibition, actives largely listed as inhibitors; 360,000 compounds, 6.9% hits; AID 588342, 2011;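 also: plate controls were vehicle for no effect and reference inhibitor for full effect; nearly all actives have a fitted effect of over 55% in size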
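Biochemical qHTS of compounds, final roughly 60 µM downward over six points, against 10 nM purified firefly luciferase using Km concentrations of substrates (10 uM D-luciferin, 10 uM ATP) in Tris acetate pH 7.5 buffer; luminescence output.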
ELG1 genotox – qHTS screen for small molecules that induce genotoxicity in human embryonic kidney (HEK293T) cells expressing luciferase-tagged ELG1. AID 504466, 2011. 330,000 compounds, 1.3% hits. HEK293T ELG1-luciferase reporter, luminescence, 16 h. Potency, µM (top dose mostly 46 µM), without a hit: top-dose activity change, positive = activation, actives largely listed as activators; also: % of control where 0% means no effect; nearly all actives have a fitted effect of over 60% in size
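Screening used a luciferase reporter fused to human ELG1 in HEK293T cells. Luminescence was read on a CCD plate imager after 16 hr exposure and 30 min ONE-Glo incubation.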
Rab9 promoter act – qHTS Assay for Rab9 Promoter Activators | Huh7 Rab9 promoter-luciferase reporter, luminescence, 24 h | Potency, µM (highest dose often 9.22 µM), inactives show at the top dose activation, negative = inhibition, actives largely listed as activators | 320,000 compounds, 2.8% hits | AID 485297, 2010; also: % of control where 0% means no effect; nearly all actives have a fitted effect of over 60% in size
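Quantitative HTS format; Huh7 Rab9-luciferase reporter cells (1500/well) receive compound 2 h post-plating, incubate 24 h at 37 °C, then get luciferase reagent for 10 min before luminescence reading.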
RORg inh – qHTS for inhibitors of ROR gamma transcriptional activity. Nuclear receptor ROR-gamma (Mus musculus), P51450. Drosophila S2 Gal4-RORgamma UAS-luciferase reporter, 20 h. Potency, µM (doses to about 53.6 µM), inactives show at the top dose activity change, negative = inhibition, usual class: inhibitors. 310,000 compounds, 5.4% hits. AID 2551, 2010; also: % is scaled to controls: 0 for no effect and ±100 for the full control effect; nearly all actives have a fitted effect of over 60% in size
Target sequence (P51450 whole entry, looked up, the tested form may be a part): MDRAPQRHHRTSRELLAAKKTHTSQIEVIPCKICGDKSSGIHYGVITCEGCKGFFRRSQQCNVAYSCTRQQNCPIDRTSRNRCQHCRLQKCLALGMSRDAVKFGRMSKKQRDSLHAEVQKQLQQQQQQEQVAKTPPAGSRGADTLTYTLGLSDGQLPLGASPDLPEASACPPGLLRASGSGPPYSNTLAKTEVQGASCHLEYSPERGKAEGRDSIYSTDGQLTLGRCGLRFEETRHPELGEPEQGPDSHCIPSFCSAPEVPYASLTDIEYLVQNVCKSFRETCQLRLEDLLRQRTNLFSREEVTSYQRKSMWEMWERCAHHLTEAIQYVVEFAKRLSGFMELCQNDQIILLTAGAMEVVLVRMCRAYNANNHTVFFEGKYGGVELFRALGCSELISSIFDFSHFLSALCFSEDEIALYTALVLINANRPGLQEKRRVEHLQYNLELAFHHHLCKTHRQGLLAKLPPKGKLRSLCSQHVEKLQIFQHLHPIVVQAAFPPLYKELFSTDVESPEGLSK
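Luciferase reporter read in Schneider cells carrying Gal4-RORγ (mouse) and UAS-Photinus luciferase; cells given compound 1 h before 700 uM copper sulfate induction, then incubated 20 h at ambient temperature.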
p53 reactivator – qHTS assay for re-activators of p53 using a Luc reporter; H1299 p53-A138V BP100-luciferase reporter, luminescence, 24 h; Potency, µM (doses to about 92.2 µM), for inactives: top-dose activity change, positive = activation, actives largely listed as activators; 320,000 compounds, 0.063% hits; also: % of control where 0% means no effect; nearly all actives have a fitted effect of over 45% in size
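H1299 (p53-null), stable ts p53-A138V + BP100-Luc; 1000 cells/well, Opti-MEM/10% FBS; cpd 4 pt, 1:5; 24 h, 37 deg C, 5% CO2; detection reagent 10 min RT; luminescence.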
MBNL1 CUG block – qHTS Assay for Inhibitors of MBNL1-poly(CUG) RNA binding | Muscleblind-like protein 1 (Homo sapiens), Q9NR56 | Potency, µM (top dose mostly 57.5 µM), for the others: at the top dose activity change, negative = inhibition, usual class: inhibitors | 280,000 compounds, 0.036% hits | AID 2675, 2010 | TR-FRET MBNL1-His/biotin-(CUG)12 binding, 665/545 ratio; active = well fitted inhibition curve with a large enough effect in the signal ratio, with a control signal flat, not every such curve was filed as active; inconclusive = small, poorly fitted or top-dose-only effect, or effect the other way, or a change in a side signal; inactive = no such curve, though single readings can be large or run the other way; the % refers to the signal ratio; also: % is scaled to controls: 0 for no effect and ±100 for the full control effect
Target sequence (Q9NR56 whole entry, looked up): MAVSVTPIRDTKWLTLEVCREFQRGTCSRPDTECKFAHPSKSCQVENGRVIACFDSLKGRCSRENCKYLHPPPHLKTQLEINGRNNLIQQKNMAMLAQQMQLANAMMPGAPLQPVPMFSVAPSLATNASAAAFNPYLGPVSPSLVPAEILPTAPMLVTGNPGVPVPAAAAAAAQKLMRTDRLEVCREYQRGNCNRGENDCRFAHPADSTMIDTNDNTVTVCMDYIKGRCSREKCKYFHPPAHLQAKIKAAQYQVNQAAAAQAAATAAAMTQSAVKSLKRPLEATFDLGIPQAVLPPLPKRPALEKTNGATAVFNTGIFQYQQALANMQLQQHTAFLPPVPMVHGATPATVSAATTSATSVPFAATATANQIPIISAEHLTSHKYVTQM
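TR-FRET readout: Ex 340 nm, 665/545 nm emission ratio, normalized to buffer-only (basal) and MBNL1-(CUG)12 controls. Complex of MBNL1-His with Biotin-(CUG)12, compounds 92 nM–58 uM, incubated 60 min at room temperature.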
NPC1 promoter act – qHTS Assay for NPC1 Promoter Activators; Potency, µM (titrated, usually from 9.22 µM), for inactives: top-dose activation, usual class: activators; Huh7 NPC1 promoter luciferase reporter, 24 h; 320,000 compounds, 2.4% hits;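 also: % of control where 0% means no effect; nearly all actives have a fitted effect of over 60% in size; reporter is driven by a mutant NPC1 promoter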
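Luminescence read-out of NPC1 promoter-driven luciferase in stably transfected Huh7 cells; compounds delivered in DMSO and left 24 h at 37C, 5% CO2, qHTS titration format.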
The depositor's hits bear a star; [ ] = another dose, or the depositor's remark. Unless noted, calls follow the shape of the dose curve; as a rule, active = well fitted curve in the direction sought with a large enough effect; inconclusive = small, poorly fitted or top-dose-only effect, or another doubt; inactive = no such curve, though single readings can be large; an effect the other way counts as inactive or inconclusive. Potency is read from the fitted curve at half-maximal effect.

`Cc1ccc(S(=O)(=O)NNC2CC(=O)N(c3ccc(Br)cc3)C2=O)cc1` (stereo not given) gave BRCA1 expr act -4%, VP16 counter -1%[10 µM], uPA surface inh 1%, FLuc modulator 0%, ELG1 genotox 2%, Rab9 promoter act -7%, RORg inh -14%, p53 reactivator 2%, MBNL1 CUG block -7% and NPC1 promoter act -3%.
`CN(C)S(=O)(=O)c1cccc(NC(=O)CN2C(=O)NC(Cc3c[nH]c4ccccc34)C2=O)c1` (stereo not given) gave BRCA1 expr act -4%, VP16 counter -2%, uPA surface inh -5%, FLuc modulator 1%, ELG1 genotox -2%, Rab9 promoter act 0%, RORg inh 4%, p53 reactivator -3%, MBNL1 CUG block -14% and NPC1 promoter act -4%.
`COc1cccc(Cn2c(NCC(C)C)nc3c2c(=O)n(C)c(=O)n3C)c1` gave BRCA1 expr act -33%, VP16 counter inconclusive, FLuc modulator 0%, ELG1 genotox 1%, Rab9 promoter act -2%, RORg inh 26%, p53 reactivator -3%, MBNL1 CUG block 11% and NPC1 promoter act -3%.
`CC(/C=C/c1ccccc1)=N\NC(=O)CCc1ccccc1` gave BRCA1 expr act 18%, VP16 counter -9%, uPA surface inh -3%, FLuc modulator 2%, ELG1 genotox 0%, Rab9 promoter act -5%, RORg inh -44%, p53 reactivator 1%, MBNL1 CUG block 12% and NPC1 promoter act -2%.
For COC(=O)c1ccc(OCc2cc(=O)n3ccsc3n2)cc1 the results were BRCA1 expr act 5%, VP16 counter -14%, uPA surface inh -2%, FLuc modulator inconclusive, ELG1 genotox 25%, Rab9 promoter act inconclusive, RORg inh 23%, p53 reactivator inconclusive, MBNL1 CUG block 28% and NPC1 promoter act inconclusive.
Screening Nc1ccccc1Sc1ccc(C(=O)c2ccccc2C(=O)O)cc1[N+](=O)[O-] returned BRCA1 expr act 0%, VP16 counter -4%, uPA surface inh 0%, FLuc modulator -16%, ELG1 genotox 1%, Rab9 promoter act 12%, RORg inh 0%, p53 reactivator 2%, MBNL1 CUG block 9% and NPC1 promoter act 1%.
`Clc1nc(Cl)nc(N(c2ccccc2)c2ccccc2)n1` gave BRCA1 expr act -3%, VP16 counter -4%, uPA surface inh -3%, FLuc modulator 3%, ELG1 genotox -1%, Rab9 promoter act -16%, RORg inh -2%, p53 reactivator -6%, MBNL1 CUG block 2% and NPC1 promoter act -4%.
For COc1ccc(-n2ncc3c(=O)n(CC(=O)Nc4ccc5c(c4)OCCO5)cnc32)cc1 the results were BRCA1 expr act 26%, VP16 counter -15%, uPA surface inh -4%, FLuc modulator 2%, ELG1 genotox inconclusive, Rab9 promoter act -2%, RORg inh -27%, p53 reactivator 2%, MBNL1 CUG block 6% and NPC1 promoter act -3%.
Screening CCn1c(CCNC(=O)c2cccs2)nnc1SCC(=O)NC1CCCCC1 returned BRCA1 expr act 2%, VP16 counter 1%, FLuc modulator -15%, ELG1 genotox 1%, Rab9 promoter act -7%, RORg inh -1%, p53 reactivator 8%, MBNL1 CUG block -10% and NPC1 promoter act -1%.
Screening COc1ccccc1C(=O)N1CCN(C(=O)Cc2ccccc2)CC1 returned BRCA1 expr act 4%, VP16 counter -5%, uPA surface inh -1%, FLuc modulator 0%, ELG1 genotox 0%, Rab9 promoter act 2%, RORg inh -6%, p53 reactivator -2%, MBNL1 CUG block -7% and NPC1 promoter act -5%.
`CC(=O)c1ccc(OCC(=O)OCC(=O)Nc2sccc2C(N)=O)cc1` gave BRCA1 expr act 8%, uPA surface inh 14%, FLuc modulator 6%, ELG1 genotox 0%, Rab9 promoter act -7%, p53 reactivator 8% and NPC1 promoter act 2%.
Screening NS(=O)(=O)c1ccc(NS(=O)(=O)c2ccc(Br)cc2)cc1 returned BRCA1 expr act -13%, VP16 counter -9%, uPA surface inh 1%, FLuc modulator -1%, ELG1 genotox -3%, Rab9 promoter act -1%, RORg inh -10%, p53 reactivator -4%, MBNL1 CUG block 0% and NPC1 promoter act 2%.
O=[N+]([O-])c1cccc(/C=N/N2CCN(c3ccccn3)CC2)c1 was read as BRCA1 expr act 8.9µM*, VP16 counter -1%, uPA surface inh 9%, FLuc modulator inconclusive, ELG1 genotox 17%, Rab9 promoter act 3.2µM*, RORg inh inconclusive, p53 reactivator 25%, MBNL1 CUG block 3% and NPC1 promoter act inconclusive.
Screening O=C(NCc1nnc(SCC(=O)N2CCCCCC2)o1)c1ccco1 returned BRCA1 expr act 0%, VP16 counter 12%, uPA surface inh 1%, FLuc modulator 4%, ELG1 genotox -2%, Rab9 promoter act -5%[1.84 µM], RORg inh 4%, p53 reactivator 0%, MBNL1 CUG block 0% and NPC1 promoter act -2%.
COc1ccc(-c2cc(-c3ccc(N)cc3)nc(N)c2C#N)cc1OC was read as BRCA1 expr act -40%, VP16 counter -17%, uPA surface inh 6%, FLuc modulator inconclusive, ELG1 genotox 1%, Rab9 promoter act -2%, RORg inh -30%, p53 reactivator -7%, MBNL1 CUG block inconclusive and NPC1 promoter act 14%.
Screening CCCNC1=C(C)C(=O)CC1 returned BRCA1 expr act 12%, VP16 counter 2%, uPA surface inh 6%, FLuc modulator 0%, ELG1 genotox 2%, Rab9 promoter act 3%, RORg inh -11%, p53 reactivator 2%, MBNL1 CUG block -3% and NPC1 promoter act -3%.
For O=C(CCN=C1NS(=O)(=O)c2ccccc21)OCc1cccc(Cl)c1 the results were BRCA1 expr act -11%, uPA surface inh -1%, FLuc modulator 4%, ELG1 genotox -4%, Rab9 promoter act -4%, p53 reactivator 11% and NPC1 promoter act 1%.
For COc1ccc(/C=C/C(=O)NCCNC(=O)c2ccccc2)cc1OC the results were BRCA1 expr act -1%, VP16 counter 3%[10 µM], uPA surface inh inconclusive, FLuc modulator 4%, ELG1 genotox 0%, Rab9 promoter act -1%, RORg inh -13%, p53 reactivator -5%, MBNL1 CUG block 13% and NPC1 promoter act -10%.
`COc1ccc2c3c(c(=O)oc2c1)C1O[C@](c2ccsc2)(Cc2cc(C#N)ccc21)O3` gave VP16 counter -25%[10 µM], FLuc modulator inconclusive, Rab9 promoter act -1%[1.84 µM], RORg inh 10%[10 µM], MBNL1 CUG block 3%[11.5 µM] and NPC1 promoter act -3%[1.84 µM].
Cc1cc(C)c(NC(=O)CCCN2CCN(C)CC2)c(C)c1 was read as BRCA1 expr act 1%, VP16 counter -3%, uPA surface inh 0%, FLuc modulator 0%, ELG1 genotox -1%, Rab9 promoter act 6%, RORg inh -1%, p53 reactivator 1%, MBNL1 CUG block -2% and NPC1 promoter act -5%.
CCOC(=O)c1cnc2c(C(=O)OCC)cnn2c1N was read as BRCA1 expr act 86%, VP16 counter 12%, uPA surface inh 5%, FLuc modulator inconclusive, ELG1 genotox 9%, Rab9 promoter act 4µM*, RORg inh 2%, p53 reactivator 10%, MBNL1 CUG block -6% and NPC1 promoter act inconclusive.
c1ccc(CN2CCN(c3nc(-c4ccccc4)nc(-n4ccnc4)n3)CC2)cc1 was read as BRCA1 expr act -52%, VP16 counter inconclusive, FLuc modulator 4%, ELG1 genotox -16%, Rab9 promoter act 1%, RORg inh 14µM*, p53 reactivator -9%, MBNL1 CUG block -6% and NPC1 promoter act -4%.
`NC(=S)N/N=C\c1ccccc1OCc1ccccc1` gave BRCA1 expr act -42%, VP16 counter 3.5µM*, uPA surface inh -12%, FLuc modulator -18%, ELG1 genotox 6%, Rab9 promoter act -6%, RORg inh 2.2µM*, p53 reactivator -7%, MBNL1 CUG block 12% and NPC1 promoter act -4%.
Screening COC(=O)c1ccccc1NC(=O)c1cc[n+]([O-])cc1 returned BRCA1 expr act 3%, VP16 counter 0%, uPA surface inh -17%, FLuc modulator 5%, ELG1 genotox 2%, Rab9 promoter act -1%, RORg inh -15%, p53 reactivator -3%, MBNL1 CUG block 10% and NPC1 promoter act -5%.
Screening Cc1cc(C)n(S(=O)(=O)c2ccc(C)c(C)c2)n1 returned BRCA1 expr act 1%, VP16 counter 1%, uPA surface inh 7%, FLuc modulator -2%, ELG1 genotox -1%, Rab9 promoter act 6%, RORg inh -11%, p53 reactivator -19%, MBNL1 CUG block -5% and NPC1 promoter act -2%.
CCOc1ccc2oc(C(=O)OCC(=O)NC(=O)NC3CCCC3)c(C)c2c1 was read as BRCA1 expr act 58%, VP16 counter -20%, uPA surface inh -5%, FLuc modulator 0%, ELG1 genotox 10%, Rab9 promoter act 5%, RORg inh 26%, p53 reactivator 5%, MBNL1 CUG block 12% and NPC1 promoter act -3%.
For O=C(O)c1cn(Cc2ccccc2)c2ccccc2c1=O the results were BRCA1 expr act -6%, VP16 counter 7%, uPA surface inh 4%, FLuc modulator 0%, ELG1 genotox -1%, Rab9 promoter act -4%, RORg inh 6%, p53 reactivator 4%, MBNL1 CUG block -1% and NPC1 promoter act -3%.
Screening CCOC(=O)Cn1nc(-c2ccc(C)cc2)ccc1=O returned BRCA1 expr act 16%, VP16 counter 18%, FLuc modulator inconclusive, ELG1 genotox inconclusive, Rab9 promoter act 16%, RORg inh inconclusive, p53 reactivator 26%, MBNL1 CUG block inconclusive and NPC1 promoter act 9%.
